Screens from PubChem BioAssay.
PAX8 inh HTS: inhibitors of PAX8 transcriptional activity in RMG-I cells. RMG-I TPO-luciferase reporter, SteadyGlo, 24 h. inhibition, % at 12.6 µM. 1.2% of 360,000 active. AID 652154;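 active = mean replicate inhibition at least 60% with every replicate also reaching 60%; inconclusive = only one of the two criteria is met; inactive = mean below 60% and not all replicates reaching 60%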;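 also: luciferase light reporting Pax8 driven TPO promoter activity; plate controls were median of neutral control wells for no effect and mitoxantrone controls for full effect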
ARNT TACC3 PPI: ARNT/TACC3 interaction disruption. AID 623870. inhibition, % at 9.99 µM. AlphaScreen His-ARNT PAS-B/GST-TACC3 binding, luminescence; TACC3 fragment carries E629A point mutation. Q9Y6A5. 0.66% of 390,000 active;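 active = mean inhibition of replicates at least 50% and at least half of replicates each reaching 50%; inconclusive = half or more replicates reach 50% but mean below 50%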;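 also: 0% = complete ARNT plus TACC3 wells and 100% = ARNT alone without TACC3; many hits fall short of the cut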
SIRT5 block: inhibitors of human sirtuin-5 desuccinylase; Q9NXA8; Purified SirT5, succinyl-peptide AMC, trypsin-coupled fluorescence; inhibition, % at 15 µM; 1.1% of 330,000 active; in the data active = inhibition above about 15%; inconclusive = no clear call, values can overlap the other calls
Target sequence (Q9NXA8 whole entry, looked up): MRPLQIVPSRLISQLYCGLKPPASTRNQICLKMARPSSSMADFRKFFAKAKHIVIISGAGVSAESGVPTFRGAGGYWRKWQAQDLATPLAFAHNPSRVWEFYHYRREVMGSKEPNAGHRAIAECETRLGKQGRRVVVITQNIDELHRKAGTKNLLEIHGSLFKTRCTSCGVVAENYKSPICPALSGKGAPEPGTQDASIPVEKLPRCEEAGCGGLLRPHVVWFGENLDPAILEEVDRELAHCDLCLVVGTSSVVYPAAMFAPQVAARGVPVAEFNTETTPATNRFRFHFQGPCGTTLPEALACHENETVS
Casp6 inh: blocks human caspase-6 cleavage activity; purified caspase-6, Z-VEID-R110 cleavage fluorescence; inhibition, % at 12.5 µM; 0.53% of 350,000 active; AID 686996;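 active = mean inhibition across replicates at least about 35%, with every replicate also reaching that limit, limit read from the data; inconclusive = only one of the two criteria met; inactive = neither criterion met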;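 also: 0% = median of neutral control wells and 100% = no fluorescence left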
Target sequence (P55212 24-179 limits assumed): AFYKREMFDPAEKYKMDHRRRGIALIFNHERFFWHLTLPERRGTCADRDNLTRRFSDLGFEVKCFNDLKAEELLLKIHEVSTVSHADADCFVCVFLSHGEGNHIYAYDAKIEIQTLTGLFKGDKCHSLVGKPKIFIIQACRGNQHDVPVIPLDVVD
Target sequence (P55212 194-293 limits assumed): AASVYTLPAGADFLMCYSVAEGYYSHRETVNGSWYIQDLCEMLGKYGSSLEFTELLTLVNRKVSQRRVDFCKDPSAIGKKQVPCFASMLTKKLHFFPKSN
LGR2 antag: Drosophila LGR2 receptor signaling inhibition; HEK293 LGR2, CRE-luciferase, bursicon-stimulated, 4 h; inhibition, % at 9.99 µM; 0.35% of 380,000 active; AID 720647;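 active = drop in luminescence signal, shown as inhibition above about 50% in the replicate tests, limit read from the data, passing the limit was not always enough; inconclusive = probably only some replicates passing the limit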;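 also: agonist challenge used bursicon conditioned medium at about half maximal strength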
DENV2 CPE: protects cells from dengue virus 2 cytopathic effect; DENV2-infected cells, cytopathic effect rescue, plate reader; CPE inhibition, % at 9.99 µM; 1.7% of 350,000 active; in the data active = CPE inhibition above about 20%, passing the limit was not always enough; inconclusive = no clear call, values can overlap the other calls; tested in BHK-21 cells;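 also: 0% = median of neutral control wells and 100% = median of positive control wells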
EWS-Fli block: inhibitors of EWS/Fli oncoprotein transcriptional activity. A673 NR0B1-luciferase reporter, viability-normalised. inhibition, % at 12.6 µM. 0.67% of 350,000 active;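 active = mean inhibition of at least 50% after viability correction, with every replicate also passing that limit; inconclusive = mean reaches 50% but only one of two replicates passes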;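 also: firefly luciferase signal divided by Alamar Blue viability fluorescence both relative to DMSO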
Active calls of the source: *; ? = inconclusive; . = no result given; & = joins results of further samples; ! = not active in a repeat.

1) COc1ccc(C(=O)N2CCNC(=O)C2CC(=O)Nc2cccc(Cl)c2Cl)cc1 (configuration not stated)
2) CCOc1ccc(N(CC(=O)NCCc2ccc(C)cc2)S(=O)(=O)c2c(C)noc2C)cc1
3) Fc1ccc(N2CCN(Cc3cnc(N4CCOCC4)s3)CC2)cc1
4) COc1cc(/C=N/NC(=O)C2COc3ccccc3O2)ccc1O (configuration not stated)
5) COc1ccc(Br)cc1-c1nc2c(c(=O)[nH]c(=O)n2Cc2ccccc2)n1C
6) Cc1ccc(S(=O)(=O)Nc2ccc3c(c2)CC(=O)N([C@H](C)CO)C[C@@H](C)[C@H](CN(C)S(=O)(=O)c2ccccc2)O3)cc1
7) CCOC(=O)c1cn[nH]c1C(F)(F)F
8) COc1ccc(N(CC(=O)NCCOc2ccccc2)S(=O)(=O)c2ccc(C)cc2)cc1

compound no.	1	2	3	4	5	6	7	8
Casp6 inh	-1	-2	-2	-1	1	0	0	4
ARNT TACC3 PPI	.	-5	-6	-10	-5	1	-13	-2
LGR2 antag	-6	-3	11	-4	5	28&7	-4	12
PAX8 inh HTS	-77	9	2	-2	8	-1	-5	22
EWS-Fli block	2	.	5	5	18	5	10	2
DENV2 CPE	89*	0	-6	-2	-1	2	9	3
SIRT5 block	-4	0	-3	-2	-3	.	-3	0

9) COc1ccc(S(=O)(=O)Nc2ccc3c(c2)C(=O)N([C@@H](C)CO)C[C@@H](C)[C@H](CN(C)S(C)(=O)=O)OCCCC[C@@H](C)O3)cc1
10) Fc1cccc(Cl)c1CN1CCN(c2nc3ccccc3s2)CC1
11) Cc1ccc(S(=O)(=O)Nc2ccc3c(c2)CC(=O)N([C@H](C)CO)C[C@@H](C)[C@H](CN(C)Cc2ccncc2)O3)cc1
12) Cc1c(C)n2c(SCC(=O)N3CCOCC3)nnc2[nH]c1=O
13) O=[N+]([O-])c1ccc(N2CCNCC2)c(S(=O)(=O)N2CCOCC2)c1
14) Cc1ccccc1NC(=O)CSc1ccc(-c2ccccn2)nn1
15) CCOc1cccc2sc(N(CCCN(C)C)C(=O)c3ccc(S(=O)(=O)N(C)CC4CCCO4)cc3)nc12 (configuration not stated)
16) CC(C)CN(CC(C)C)C(=O)c1cccc(S(=O)(=O)N2CCc3ccccc32)c1

compound no.	9	10	11	12	13	14	15	16
Casp6 inh	-4	-3	-1	0	-4	0	1	-2
ARNT TACC3 PPI	8	1	-11	4	-17	61*	6	2
LGR2 antag	-7	-109	6	3	.	2	3	.
PAX8 inh HTS	-35	-195	1	-7	6	-5	0	14
EWS-Fli block	-21	-60	-4	-5	-1	-6	0	35
DENV2 CPE	-5	7	8	-1	0	0	-3	13
SIRT5 block	-8	-4	-19	5	0	0	-2	0

17) CCN(c1ccccc1)S(=O)(=O)c1ccc(Cl)c(C(=O)NCCc2ccc(OC)cc2)c1
18) CC(=O)N(C)C[C@@H]1Oc2cc(-c3ccccc3)ccc2S(=O)(=O)N([C@H](C)CO)C[C@@H]1C
19) COc1ccc(C)cc1Nc1n[n+](-c2ccccc2)c(-c2ccc(C(=O)O)cc2)s1
20) C[C@@H]1CCCCO[C@H](CN(C)C(=O)CCCN(C)C)[C@@H](C)CN([C@@H](C)CO)C(=O)c2cc(NC(=O)Nc3ccc(C(F)(F)F)cc3)ccc2O1
21) COc1ccccc1NC(=O)C(C)OC(=O)C(C)SCC(=O)Nc1ccc(C)cc1 (configuration not stated)
22) Cc1ccc2nc(-c3ccc(Cl)cc3)c(Cc3ccsc3)n2c1
23) CCOC(=O)c1cccc(N2C(=O)Nc3ccccc3N2O)c1
24) CCCCn1c(N)c(N(CCC(C)C)C(=O)CN2C(=O)C3CCCCC3C2=O)c(=O)[nH]c1=O (configuration not stated)

compound no.	17	18	19	20	21	22	23	24
Casp6 inh	.	2	19	.	2	0	.	4
ARNT TACC3 PPI	-8	-13	-2	-3	2	.	12	-5
LGR2 antag	-4	-20	-6	8	-9	-70	-6	3
PAX8 inh HTS	7	7	-5	2	16	-106	4	7
EWS-Fli block	.	5	-29	0	-3	-93	.	3
DENV2 CPE	.	-3	.	-2	-2	-5	.	6
SIRT5 block	.	13	2	.	2	0	.	0

25) COc1ccc(S(=O)(=O)N(C)C[C@@H]2OCCCC[C@H](C)Oc3ccc(NC(=O)c4ccncc4)cc3C(=O)N([C@@H](C)CO)C[C@H]2C)cc1
26) COc1ccc(CNC(=O)C2(CC3CC(c4ccccc4)=NO3)CCN(C(=O)C3(C)CC3)CC2)cc1 (configuration not stated)
27) CCOC(=O)CSc1nc2sc3c(c2c(=O)n1-c1ccc(OC)cc1)CCN(C)C3
28) O=C(NCCC1CCCCN1S(=O)(=O)c1ccc(F)cc1)C(=O)NCc1cccnc1 (configuration not stated)
29) CC(Sc1nc2ccccc2c(=O)n1CC1CCCO1)C(=O)Nc1ccc(S(N)(=O)=O)cc1 (configuration not stated)
30) Cc1c(C(=O)OC(C)C)sc(NC(=O)c2cnccn2)c1C(=O)OC(C)C
31) CC(C)(C)c1ccc(C(=O)NCCCNC(=O)c2ccccn2)cc1
32) Cc1noc(C)c1C(=O)Nc1nc(-c2ccccc2Cl)cs1

compound no.	25	26	27	28	29	30	31	32
Casp6 inh	2	.	-1	1	1	8	-2	.
ARNT TACC3 PPI	-4	2	0	-6	.	-1	.	-20
LGR2 antag	-7	22	12	1	9	-19	-3	-20
PAX8 inh HTS	21	0	1	20	6	-14	-12	-72
EWS-Fli block	-5	0	0	3	13	0	-10	.
DENV2 CPE	0	.	7	-2	-3	-2	10	.
SIRT5 block	-1	.	-3	-4	-1	2	4	.

The list goes on (4 carried over from the part before).
29) CC(Sc1nc2ccccc2c(=O)n1CC1CCCO1)C(=O)Nc1ccc(S(N)(=O)=O)cc1 (configuration not stated)
30) Cc1c(C(=O)OC(C)C)sc(NC(=O)c2cnccn2)c1C(=O)OC(C)C
31) CC(C)(C)c1ccc(C(=O)NCCCNC(=O)c2ccccn2)cc1
32) Cc1noc(C)c1C(=O)Nc1nc(-c2ccccc2Cl)cs1
33) COc1ccc(Cn2c(C(F)(F)F)ccc(C(N)=O)c2=O)cc1
34) COc1ccc(NC(=O)N(C)C[C@H]2OCc3cnnn3CCCC(=O)N([C@@H](C)CO)C[C@H]2C)c(OC)c1
35) CN(C)CC(=O)N1[C@H](C#N)[C@H](c2ccccc2-c2cccc(C(=O)N(C)C)c2)[C@@H]1CO
36) Cc1cc(C)cc(NC(=O)CN2CCC(C(=O)c3ccccc3)CC2)c1
37) C[C@@H]1CN([C@@H](C)CO)C(=O)c2cccc(NS(=O)(=O)c3ccccc3)c2O[C@H]1CN(C)C(=O)NC1CCCCC1
38) C/C(COc1ccccc1)=N\NC(=O)c1nnn(-c2nonc2N)c1CSc1ccc(C)cc1
39) Cc1cc(=O)oc2cc(NC(=S)NNC(=O)c3c(Cl)cnn3C)ccc12
40) Cc1c(C(=O)NC2CCN(Cc3ccccc3)C2)oc2ccc(Br)cc12 (configuration not stated)

compound no.	29	30	31	32	33	34	35	36	37	38	39	40
Casp6 inh	1	8	-2	.	3	2&2	1	1	1	-2	0	-4
ARNT TACC3 PPI	.	-1	.	-20	-2	-5	.	.	7	.	.	-2
LGR2 antag	9	-19	-3	-20	26	0	12	10	4	0	-3	-3
PAX8 inh HTS	6	-14	-12	-72	10	-16&-1	-10	0	-2	-18	-22	-10
EWS-Fli block	13	0	-10	.	15	3&5	-8	0	6	3	.	-15
DENV2 CPE	-3	-2	10	.	-6	26*!	3	-6	-1	5	12	11
SIRT5 block	-1	2	4	.	2	-11&7	-3	-5	3	0	-10	-1

41) CN(C)CCCN(C(=O)c1ccco1)c1nc2ccc(F)cc2s1
42) CC12CCC(C(=O)NNc3ccccc3)(C(=O)C1=O)C2(C)C (configuration not stated)
43) Cc1cccc(N2CCN(C(=O)C3CCCN(S(=O)(=O)c4c(C)noc4C)C3)CC2)c1C (configuration not stated)
44) C[C@@H]1CN([C@@H](C)CO)C(=O)c2cccc(NS(=O)(=O)c3cccs3)c2O[C@H]1CN(C)Cc1ccc(Oc2ccccc2)cc1
45) Cc1cnc(C(=O)OCC(=O)NCc2ccc3c(c2)OCO3)cn1
46) COCCCNc1nc2ccccc2nc1NS(=O)(=O)c1ccc(C)cc1
47) COCCN(C[C@@H]1N[C@@H](CO)[C@H]1c1ccc(-c2ccccc2)cc1)C(C)=O
48) Cc1nn(C)c(Cl)c1C(=O)NCC(=O)Nc1ccc(C(C)C)cc1

compound no.	41	42	43	44	45	46	47	48
Casp6 inh	2	-1	2	1	3	0	3	0
ARNT TACC3 PPI	-1	2	-1	-8	-3	-3	2	-2
LGR2 antag	-24	.	-6	-8	.	0	-1	26
PAX8 inh HTS	-10	-4	12	.	9	-8	-6	0
EWS-Fli block	-6	-12	9	-6	6	-2	-1	-5
DENV2 CPE	3	-2	2	6	3	-6	-10	-1
SIRT5 block	19*	.	-1	-5	-1	2	-1	0

49) COC(=O)C1=C[C@@H](C(=O)OC)[C@@H]2C3=C(C(=O)[C@]2(C)NC(=O)c2ccccc2)[C@H](C)n2c(=O)n(C)c(=O)n2[C@@H]3C1
50) CCOC(=O)[C@@H](C)N1[C@@H](C)[C@H](c2ccccc2)Oc2ccc(Cl)cc2S1(=O)=O
51) CC(C)CC#Cc1ccc2c(c1)O[C@H](CN(C)Cc1ccccn1)[C@@H](C)CN([C@@H](C)CO)S2(=O)=O
52) COc1ccc(C#Cc2ccc3c(c2)[C@H]2[C@H](CCN2C(=O)c2ccccc2F)[C@H](CO)N3)cc1
53) CNC[C@@H]1OCCCC[C@H](C)Oc2ccc(NC(=O)Nc3ccc(OC)cc3)cc2C(=O)N([C@@H](C)CO)C[C@H]1C
54) CCCN1C2CCCC1CC(NC(=O)c1cccc(Cl)c1)C2 (configuration not stated)
55) Cn1nc(C(=O)Nc2nc3ccccc3[nH]2)c2ccccc2c1=O
56) O=C(CCc1nc2ccccc2[nH]c1=O)OCC(=O)c1ccc(Cl)cc1
57) CCOC(=O)c1[nH]c2cc3c(cc2c1NC(=O)CN1CCN(CCO)CC1)OCO3
58) O=S(=O)(c1ccc2ccccc2c1)N1CCN(C2Cc3ccccc3C2)CC1

compound no.	49	50	51	52	53	54	55	56	57	58
Casp6 inh	0	-2	0	-3	.	-5	.	0	8	-2
ARNT TACC3 PPI	.	.	3	17	.	24	1	4	-4	-7
LGR2 antag	5	5	7	2	12	-7	-49	-13	-13	-7
PAX8 inh HTS	2	-19	61*	-8	-19	40	-58	.	10	4
EWS-Fli block	5	11	31	-5	-3	-1	.	2	6	-1
DENV2 CPE	-5	-11	-2	-3	.	1	.	0	?	-5
SIRT5 block	-2	-10	11	6	.	-1	.	-1	-22	-3
